Screens deposited in PubChem by NMMLSC.
Prostate diff – activators of LNCaP prostate cell differentiation, primary screen, flow cytometry side scatter; AID 795, 2007; side scatter shift, % at 10 µM; 24,000 tested, 0.56% active; 4 d;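 active = side scatter shift above 30%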;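 also: androgen-responsive LNCaP prostate cancer cells in charcoal-stripped serum medium; percent of cells past a gate set so DMSO wells show 10% shift; higher shift means more granular cells and more differentiation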
VLA-4 agonist – enhancers of LDV-FITC binding to VLA-4 integrin, primary screen, Jurkat cells, flow cytometry; activation, % at 10 µM (by protocol); 24,000 tested, under 10 active; AID 528, 2006;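 active = fluorescent ligand binding to cells raised by more than 40% of the manganese-induced maximum; inconclusive = compound's own fluorescence above 85% of the ligand control signal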;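 also: 0% = ligand binding without compound and 100% = manganese-stimulated maximal binding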
Target sequence (P13612 whole entry, looked up): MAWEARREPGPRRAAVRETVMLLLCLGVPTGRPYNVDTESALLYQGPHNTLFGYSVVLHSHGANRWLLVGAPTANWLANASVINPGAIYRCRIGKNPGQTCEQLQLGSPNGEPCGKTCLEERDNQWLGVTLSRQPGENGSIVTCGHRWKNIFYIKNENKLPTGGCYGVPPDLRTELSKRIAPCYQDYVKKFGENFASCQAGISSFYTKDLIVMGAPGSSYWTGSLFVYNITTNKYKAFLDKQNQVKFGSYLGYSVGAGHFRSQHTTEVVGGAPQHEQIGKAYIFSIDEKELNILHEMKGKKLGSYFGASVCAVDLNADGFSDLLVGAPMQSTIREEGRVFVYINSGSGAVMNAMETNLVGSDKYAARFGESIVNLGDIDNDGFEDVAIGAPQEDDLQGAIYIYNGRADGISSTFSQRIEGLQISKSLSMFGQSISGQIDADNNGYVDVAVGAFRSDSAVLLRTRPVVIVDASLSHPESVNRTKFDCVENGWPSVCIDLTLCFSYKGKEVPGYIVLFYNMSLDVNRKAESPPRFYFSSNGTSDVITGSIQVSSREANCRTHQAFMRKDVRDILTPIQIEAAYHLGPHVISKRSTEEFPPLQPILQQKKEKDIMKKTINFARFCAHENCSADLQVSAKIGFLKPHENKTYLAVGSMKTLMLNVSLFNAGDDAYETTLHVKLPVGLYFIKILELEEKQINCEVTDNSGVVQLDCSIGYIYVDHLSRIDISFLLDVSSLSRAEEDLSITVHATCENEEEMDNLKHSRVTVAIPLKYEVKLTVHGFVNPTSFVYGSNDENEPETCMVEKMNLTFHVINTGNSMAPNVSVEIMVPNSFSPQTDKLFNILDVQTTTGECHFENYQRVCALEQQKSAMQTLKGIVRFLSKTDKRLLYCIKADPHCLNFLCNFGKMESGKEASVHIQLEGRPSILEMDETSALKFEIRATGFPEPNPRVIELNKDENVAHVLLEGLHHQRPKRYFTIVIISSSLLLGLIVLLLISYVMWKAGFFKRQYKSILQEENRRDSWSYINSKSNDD
VLA-4 antagonist – inhibitors of LDV-FITC binding to Mn2+-activated VLA-4, primary screen, Jurkat cells | Integrin alpha-4 (Homo sapiens), P13612 | LDV-FITC binding with Mn2+, flow cytometry; 100% = Mn2+-driven binding gain fully reversed | inhibition, % at 10 µM (by protocol) | 24,000 tested, 0.2% active | AID 529, 2006;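 active = inhibition above 50%; inconclusive = compound itself fluorescent, judged against control cell fluorescence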;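 also: 0% = Mn2+ stimulated cells lacking compound and 100% = ligand binding without Mn2+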
Jurkat autofluor – compound autofluorescence on Jurkat cells, primary screen, artefact control for VLA-4 allosteric ligand project, cell-based, flow cytometry | hits give high values; 1 = vehicle-only cell background | fluorescence ratio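 (tested at 10 µM compound in the well)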 | 24,000 tested, 0.61% active | AID 576, 2007;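 active = fluorescence ratio above 2.44, which is 1 plus 3 SD of all ratios; inconclusive = signal too bright to measure linearly, ratio around 10 or more; inactive = fluorescence ratio below 2.44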;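 also: green fluorescence of cells measured with 488 nm excitation and 530 nm emission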
* marks the source's active call; other numbers are inactive results; u = inconclusive. The list is partial; rates above refer to the full screens.

molecule	Prostate diff	VLA-4 agonist	VLA-4 antagonist	Jurkat autofluor
COc1cccc(-n2nnc3c(=O)n(Cc4cccc(F)c4)cnc32)c1	3	-2	1	1.1
O=c1c2[nH]c3cccc(Cl)c3c2ncn1CCN1CCCCC1	10	0	-7	1
COc1ccc(C(CC(=O)NCCCN2CCOCC2)NS(=O)(=O)c2ccc(C)cc2)cc1 (stereo not drawn)	16	-20	3	1.1
Cc1cccc(CCNS(=O)(=O)c2ccc3c(c2)oc(=O)n3C)c1	1	u	u	1.7
O=C(c1nn2cccnc2c1Cl)N1CCN(c2ccccc2)CC1	11	-2	2	1
O=C(NCc1nc2ccccc2[nH]1)c1ccco1	3	8	-24	1.1
O=C(C1CCN(S(=O)(=O)N2CCC3(CC2)OCCO3)CC1)N1CCC(Cc2ccccc2)CC1	9	-2	-9	0.99
CCOC(=O)c1cccc(NC(=O)Cn2cc3c(n2)CCC(C)C3)c1 (stereo not drawn)	4	-8	-20	1.1
O=C(O)CCCC(=O)Nc1ccc(Br)cc1C(=O)O	5	4	-11	0.98
O=C1CSC(c2cccc(F)c2)N1c1ccccc1F (stereo not drawn)	8	0	38	1
CCOc1ccccc1NC(=O)CSc1nccn1-c1ccccc1	17	-4	28	0.97
O=C(Nc1ccc(N2CCCC2)cc1)c1cccc(F)c1	26	2	-10	1.1
COc1cccc(C(=O)NCc2nnc(SCC(=O)Nc3nccs3)n2-c2cccc(C)c2)c1	7	6	-11	0.95
O=C(CN1CCN(c2ccccn2)CC1)Nc1ccc(Cl)c(C(F)(F)F)c1	11	u	u	1.2
CCS(=O)(=O)N1CCC(C(=O)N2CCOCC2)CC1	9	0	13	1
Cc1cc2ccccc2c(=O)n1CC(=O)NCC(=O)N1CCCC1	4	-4	-7	1.1
O=C(NC1CCCCCC1)c1cccc(N2CCCC2=O)c1	16	-3	-40	1.1
O=C(c1ccco1)N1CCN=C1SCc1c(F)cccc1Cl	10	u	u	1
CCOC(=O)c1cc2n(c1C)-c1ccccc1C2=O	4	-1	2	1
Oc1ccc(C=Nc2cccc3ncccc23)c(O)c1	19	-2	-2	1.8
COc1ccc(COC(=O)c2n[nH]c3ccccc23)cc1F	10	-2	12	1
CCn1c(=O)cc(OCC(=O)N2CCCC2)c2ccccc21	8	4	2	1.1
CCC1CCCCN1C(=O)CSc1nnc(CNC(=O)c2ccco2)o1 (stereo not drawn)	2	1	1	1
N#Cc1ccc(CSc2nnc(-c3ccccn3)n2-c2ccccc2)cc1	14	0	-8	1.1
CCN(C(=O)Cc1c(C(=O)O)[nH]c2ccccc12)c1cc(OC)ccc1OC	8	5	-14	1.1

Reprinted from the part before: 5 compounds; new compounds follow.
molecule	Prostate diff	VLA-4 agonist	VLA-4 antagonist	Jurkat autofluor
COc1ccc(COC(=O)c2n[nH]c3ccccc23)cc1F	10	-2	12	1
CCn1c(=O)cc(OCC(=O)N2CCCC2)c2ccccc21	8	4	2	1.1
CCC1CCCCN1C(=O)CSc1nnc(CNC(=O)c2ccco2)o1 (stereo not drawn)	2	1	1	1
N#Cc1ccc(CSc2nnc(-c3ccccn3)n2-c2ccccc2)cc1	14	0	-8	1.1
CCN(C(=O)Cc1c(C(=O)O)[nH]c2ccccc12)c1cc(OC)ccc1OC	8	5	-14	1.1
CN(CCO)CC(O)Cn1cnc2c1c(=O)n(C)c(=O)n2C (stereo not drawn) (tested in a mixture with another compound)	3	-2	-6	1
O=C(NCc1ccc(Cl)cc1)c1ccc(COCC(F)(F)F)o1	22	0	3	1
COC(=O)CN(c1ccc(F)cc1)S(=O)(=O)c1ccccc1	12	4	-30	1.1
CC1=Nc2ccc(C)cc2N(Cc2ccccc2)C(=O)C1	8	u	u	1.3
COc1ccc(NC(=O)C2CCCN2S(=O)(=O)c2cccc3cccnc23)c(OC)c1 (stereo not drawn)	3	-3	4	1.1
CCn1cc(C2=NOC(C(=O)Nc3cc(OC)c(Cl)cc3OC)C2)c(C)n1 (stereo not drawn)	9	-1	-1	1.1
CCN(CC)C(=O)c1scc2c1OCCO2	14	1	-1	0.97
CCOc1cc(C2C(C(=O)c3ccc(C)cc3)=C(C(=O)OC)Nc3nnnn32)ccc1O (stereo not drawn)	2	-1	-6	1.2
COc1cc(C(=O)N2CCN(c3ccc(C)cc3C)CC2)cc(OC)c1OC	7	-5	10	1.1
COCCNC(=O)CC(NS(=O)(=O)c1ccc(NC(C)=O)cc1)C(C)C (stereo not drawn)	31*	2	-3	1.1
COc1ccc(-c2nc3cc(NC(=O)Cc4ccc(OC)c(OC)c4)ccc3o2)cc1	6	-6	15	1.1
COc1ccc2c(c1)CCc1c(C(=O)Nc3cc(C)n(Cc4ccc(Cl)cc4)n3)noc1-2	62*	2	-5	0.94
Cc1cc(C)c(NC(=O)Cn2c(=O)n(Cc3ccco3)c(=O)c3ccccc32)c(C)c1	3	-2	0	1.1
COc1cc(C(=O)N2c3ccccc3CC2C)cc(OC)c1OC (stereo not drawn)	6	-8	14	1.1
Cc1cc(=O)oc(C)c1C(=O)NCc1ccccn1	8	-1	4	1
Cc1nc(S(=O)(=O)NC2CCCCC2)c(C#N)c(C)c1Cl	11	u	u	1.1
CCn1c(=O)cc(SCC(=O)N2CCCCC2)c2ccccc21	13	-3	17	1.1
Cn1c(SCC(=O)Nc2cccc3ccccc23)nc(O)cc1=O	7	4	-20	1
CC1CCN(c2nc3c(c(=O)[nH]c(=O)n3C)n2CCSc2ncccn2)CC1	8	-2	-4	1
Cc1nn(-c2ccccc2)c(Cl)c1C(=O)NCC(=O)O	3	0	0	0.98
CCOc1ccc(NC(=O)CSc2nnc(Cc3cccn3C)n2-c2ccc(OC)cc2)cc1	7	-3	-10	1
O=C(NCc1cccnc1)C1c2ccccc2C(=O)N1C1CCCC1 (stereo not drawn)	7	8	-17	1.1
COc1ccc(-n2c(=O)c3c4c(sc3n3cnnc23)CC(C)CC4)cc1 (stereo not drawn)	2	-8	6	1.1
Cc1ccc(NC(=O)CS(=O)CC(=O)NCC2CCCO2)cc1 (stereo not drawn)	5	1	-12	1
O=C(Nc1c(F)cc(F)cc1Br)c1cc(-c2ccco2)on1	5	1	7	1
O=C(c1noc2c1CCc1ccccc1-2)N1CCOCC1	8	-1	-6	1
CCCC(=O)Nc1nc2ccc(S(N)(=O)=O)cc2s1	6	0	-20	1.1
Cc1noc(C)c1S(=O)(=O)N1CCC(C(=O)Nc2ccccn2)CC1	10	0	4	1
CCOCCCn1c(=S)[nH]c2cc(C(=O)N3CCC(C(N)=O)CC3)ccc2c1=O	2	3	-8	0.97
COCCN(C(=O)Nc1ccc(OC)cc1OC)C1CCN(C(C)=O)CC1	10	2	0	1.1
COc1cccc(-n2c(SCC(=O)OC(C)C)nnc2-c2cccnc2)c1	12	3	-23	1.1
CCN(c1cccc(C(F)(F)F)c1)S(=O)(=O)c1ccc2c(c1)CCN2C(C)=O	6	4	-37	0.95
CCCN1CCC(NC(=O)Nc2ccc(OC)c(OC)c2)CC1	9	-6	-5	1.1
CCc1ccc(-c2nc(CN3CCC(C(=O)NCCc4ccc(OC)c(OC)c4)CC3)c(C)o2)cc1	32*	u	u	1.2
O=C(O)CCN1C(=O)c2ccccc2C1=O	9	2	-43	1
CC(C)CC(=O)Nc1c2c(nn1-c1ccc(F)cc1)CSC2	3	0	-4	1.1
Cc1ccc(C(=O)CC2(O)C(=O)N(C)c3ccccc32)o1 (stereo not drawn)	5	8	-2	0.78
O=C(C1CCC1)N1CCc2cc(S(=O)(=O)NCC3COc4ccccc4O3)ccc21 (stereo not drawn)	10	-5	7	1.1
O=C(NCc1ccco1)c1cc(-c2ccc3c(c2)OCO3)on1	3	-2	10	1
COc1ccc(C)cc1-n1c(N)c(C#N)c(C#N)c1-c1ccc(OC)c(OC)c1OC	9	2	-6	1
Cc1cc(C(=O)CSc2nnc(-c3ccco3)o2)c(C)n1CC1COc2ccccc2O1 (stereo not drawn)	3	6	-5	1.3
COC(=O)c1ccccc1NC(=O)c1cnc2sccn2c1=O	9	u	u	1
N#CC1=C(N)SC(N)=C(C#N)C1c1ccnc2ccccc12	5	u	u	1.7
O=C(NC(O)C(=O)c1ccccc1)c1cccs1 (stereo not drawn)	10	-1	-9	1.1
Cc1ccc(Sc2c(C)[nH]n(C(C)(C)C)c2=O)cc1	5	3	-3	1.1
O=C(NCc1ccc(F)cc1)c1cc2ccccn2n1	16	1	-2	1
Cc1nn(C(C)(C)C)c(OC(=O)C2CCCC2)c1S(=O)(=O)c1ccccc1	5	-2	-22	0.93
CCOc1ccc(C(=O)N(Cc2ccc(N(C)C)cc2)C2CCS(=O)(=O)C2)cc1 (stereo not drawn)	12	-2	-24	0.96
CCOC(=O)CC1Sc2ccccc2NC1=O (stereo not drawn)	3	u	u	1.1
CCOC(=O)C1C(=O)N(C(=O)c2ccc(OC)cc2)CC1c1ccccc1 (stereo not drawn)	5	0	-26	1

Next section; the last 2 above are carried over.
molecule	Prostate diff	VLA-4 agonist	VLA-4 antagonist	Jurkat autofluor
CCOC(=O)CC1Sc2ccccc2NC1=O (stereo not drawn)	3	u	u	1.1
CCOC(=O)C1C(=O)N(C(=O)c2ccc(OC)cc2)CC1c1ccccc1 (stereo not drawn)	5	0	-26	1
CC(=O)Nc1sc2c(c1C(c1cccs1)N1CCOCC1)CCCC2 (stereo not drawn)	5	-7	17	1.1
Cc1onc(-c2ccccc2Cl)c1C(=O)NCCn1c(C)cc2ccccc21	18	-2	3	0.96
COc1cc(C2=NOC(C(=O)NC3CCCCC3)C2)cc(OC)c1OC (stereo not drawn)	4	-5	21	1.1
O=C(NCCN1CCOCC1)c1ccc2c(c1)N(Cc1ccc(F)cc1)C(=O)CS2	14	-1	-13	1
Cc1cccc(CCNC(=O)c2nnc(Cc3ccc(Cl)cc3)o2)c1	14	u	u	0.9
O=C(NCc1ccco1)c1ccc2nc3sc4c(c3c(=O)n2c1)CCCC4	9	u	u	1.2
CCn1c(=O)c(C(=O)NCc2ccc(OC)cc2)c(O)c2ccccc21	7	4	-20	1.1
CC1(C)CC(=O)C2=C(C1)N(c1ccc(F)cc1)C(=O)CC2c1cccnc1 (stereo not drawn)	10	5	1	0.95
CCN(CC)CCNC(=O)Cn1cnc2sc(C)c(S(=O)(=O)N3CCOCC3)c2c1=O	5	-1	0	1
CCOC(=O)N1CCN(c2c(N3CCC(N4CCCCC4)CC3)c(=O)c2=O)CC1	3	6	-18	0.75
CCOC(=O)c1cccc(NC(=O)CN(c2ccc(C)cc2)S(=O)(=O)c2c(C)n[nH]c2C)c1	20	u	u	1.1
O=C(NC1CCN(Cc2ccccc2)CC1)C1CCCN(S(=O)(=O)c2cccc3nonc23)C1 (stereo not drawn)	3	-6	10	1
NC(=O)c1cc(S(=O)(=O)Nc2cccc(F)c2)co1	13	11	3	0.91
COc1ccc(-n2c(Cc3cccn3C)nnc2SCC(=O)Nc2ccccc2F)cc1	11	3	-6	1
O=C(O)CN1CCN(Cc2ccc(F)cc2Cl)C1=O	3	2	7	1.1
COc1ccc(OCCSc2nc3ccccc3n2CC(=O)O)cc1	8	1	-8	1.1
Cn1c(C(=O)NCCc2ccsc2)cc2c(=O)n(C)c3ccccc3c21	5	-2	14	1.3
CC(NC(=O)c1noc2c1CCCC2)c1ccccc1 (stereo not drawn)	24	-2	4	1.1
CCOc1cc(C2C(C(=O)O)c3cc(OCC)c(OCC)cc3C(=O)N2C)ccc1O (stereo not drawn)	1	u	u	1.1
CC(=O)N1CCN=C1SCc1ccccc1F	8	-2	5	1.1
CCOC(=O)c1c(N)c(C#N)nn1-c1ccccc1C(=O)OC	6	1	6	1.1
Cn1c(=O)c2c(nc(NCC3CCCO3)n2C)n(C)c1=O (stereo not drawn)	3	12	-18	1.1
O=C(CCC(=O)N(c1cccc(F)c1)C(C(=O)NC1CCCC1)c1ccncc1)Nc1cccnc1 (stereo not drawn)	12	-6	0	1
N=C1C(c2nc3ccccc3c(=O)[nH]2)=C(O)CN1CCc1ccccc1	6	1	-5	1.1
CCCCNC(=O)CC1N=C2c3ccccc3N=C(SCC(=O)Nc3cccc(OC)c3)N2C1=O (stereo not drawn)	7	-3	10	1.1
CCC(Sc1nc2n[nH]c(C)c2c(=N)n1-c1cccc(Cl)c1C)C(=O)N(CC)CC (stereo not drawn)	15	-11	26	1.2
O=CN1CCN(C(C(=O)NC2CCCC2)c2ccc(Cl)cc2)CC1 (stereo not drawn)	1	4	-15	0.98
